H9c2 TAG inh – inhibitors of triacylglycerol accumulation, primary screen, cell-based, uHTS, fluorescence, H9c2; H9c2 cells, Nile Red lipid (TAG) fluorescence; cells loaded with 200 µM oleic acid; inhibition, % at 12.5 µM; 230,000 compounds, 0.66% hits; AID 651582, 2012;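 active = pattern-corrected inhibition of lipid staining of at least 50% with the nuclear-stain viability signal not falling by more than 50%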;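 also: 0% = DMSO wells and 100% = triacsin C control wells; some results filed as inactive read as strong as hits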
H9c2 TAG inh DAPI viability – recorded beside H9c2 TAG inh, whose call it bears; DAPI nuclei signal change (viability), lower = more cytotoxic, %;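 whole-well DAPI fluorescence read on a plate reader as a viability signal; minus 50 percent equals half of cells still viable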
Active calls of the source: *.

structure | H9c2 TAG inh | H9c2 TAG inh DAPI viability
CC(=O)c1c(C)[nH]c(C(=O)OC(C)C(=O)Nc2ccc(C)c(S(=O)(=O)N3CCOCC3)c2)c1C (configuration not stated) | -3 | 5
c1ccc(COn2c(-c3ccccc3)nc3c2CCc2nonc2-3)cc1 | 4 | -1
COc1ccc(C(=O)Nc2cc(C)on2)cc1OC | 15 | -4
c1ccc2c(c1)CCCC2NC1=NCCC1 (configuration not stated) | 1 | -6
CN(CC(O)COc1ccc2ccccc2c1)C1CCCCC1 (configuration not stated) | 1 | 5
Cc1cccc(N(CC(=O)NCCSCc2ccccc2)S(C)(=O)=O)c1C | 14 | 4
O=c1c(Cc2ccc(Cl)cc2)c(O)ccn1Cc1ccccc1 | -1 | -1
CC(=O)OCC(=O)[C@@]1(O)CC[C@H]2[C@@H]3C[C@H](C)C4=CC(=O)C=C[C@]4(C)[C@H]3[C@@H](O)C[C@@]21C | 28 | 19
O=C(Nc1ccc(CN2CCOCC2)cc1)c1ccc(Cl)cc1Cl | 3 | -10
Cc1noc(COc2ccccc2OCC(O)CNC(C)(C)C)n1 (configuration not stated) | 1 | 1
CCOc1ccc(/C=N/NC(=O)c2ccccc2NC(=O)c2ccc(OC)cc2)cc1 | -7 | 6
O=C(NNC(=O)c1ccccc1[N+](=O)[O-])c1csc(N2CCOCC2)n1 | -4 | -3
Cc1noc(C)c1S(=O)(=O)N1CCCCC1c1cc(C(=O)Nc2cccc3c2CCCC3)no1 (configuration not stated) | 15 | -8
CCOC(=O)C1CCCN(C(=O)C2CCN(C(=O)Nc3ccccc3)CC2)C1 (configuration not stated) | -1 | 4
c1ccc2c(Nc3ccc4c(c3)OCCO4)c3c(nc2c1)CCCC3 | -56 | 16
COC(=O)c1ccn(CSc2cc(Cl)ccc2Cl)n1 | -9 | -6
COc1ccc(NC(=O)c2cc3ccccc3o2)cn1 | -6 | -5
CC(C)NC(=O)Nc1ccc2c(c1)CC(=O)N([C@@H](C)CO)C[C@H](C)[C@@H](CN(C)C(=O)NC1CCCCC1)O2 | -6 | 14
Cn1cc(-c2ccccc2C(N)=O)c(=O)c2cc(Cl)ccc21 | -12 | 8
CCOc1ccc2c(c1)C(C)=CC(C)(C)N2S(=O)(=O)c1ccc(C)cc1 | 14 | -33
Brc1ccccc1-c1nnc(-c2cccnc2)o1 | -1 | 1
CC1CC(=O)Nc2ccccc2N1C(=O)CSc1ccc2ccccc2n1 (configuration not stated) | 14 | 1
CCOC(=O)[C@@H]1[C@H]2COc3ccc(Br)cc3[C@H]2N2C(=O)N(c3ccc(F)cc3)C(=O)[C@@]12C | 1 | -2
CCOc1ccc(NC(=O)CN2CCN(CC(=O)Nc3cc(OC)cc(OC)c3)CC2)cc1 | 18 | 4
CCOC(=O)C1=C(C)N(CC(C)C)C(=O)/C1=C\c1ccc(OCC(=O)Nc2ccccc2)cc1 | 9 | 1
C(=C\c1ccncc1)/c1ccncc1 | -11 | 13
Cc1nc(SCC(=O)NC(=O)NC2CCCCC2)nc(C)c1C | -5 | -18
Cc1cc(C)cc(NC(=O)NCC(O)COc2ccc([N+](=O)[O-])cc2)c1 (configuration not stated) | -1 | 3
C#CCN(C[C@@H]1[C@@H](OC(=O)NCc2ccco2)[C@@H](OC(=O)NCc2ccco2)Cn2c(=O)ccc(=O)n21)S(=O)(=O)c1ccc(C)cc1 | 28 | -8
COc1ccc(C2(C)ON(c3ccccc3C(F)(F)F)C2=O)cc1 (configuration not stated) | 8 | 2
c1ccc(CCNc2ccc3nncn3n2)cc1 | 0 | 3
O=C(Cn1nnc(-c2ccccc2Cl)n1)N1CCN(S(=O)(=O)c2ccc(Cl)cc2)CC1 | 4 | 4
O=C(CN(c1cccc(C(F)(F)F)c1)S(=O)(=O)c1ccccc1)N1CCOCC1 | 7 | 2
COc1ccc(NC(=O)N2CCc3ccccc3C2)c(OC)c1 | -4 | 3
Cc1cc(/C=N/Nc2ncnc(N)c2[N+](=O)[O-])c(C)n1-c1ccccc1 | 7 | -2
N#Cc1ccccc1OCC(=O)NC1CCCCC1 | 8 | 5
C=CCNC(=O)COC(=O)c1nc2nccc(C)n2n1 | 0 | -2
Cc1cccc(C(=O)OC(C)CN2CCOCC2)c1 (configuration not stated) | -35 | 0
Cc1ccc(NC(=O)Cn2nc(C)c3ccccc3c2=O)cc1 | -3 | 2
CCOC(=O)C(C(=O)Cc1ccccc1)c1ccccc1 (configuration not stated) | -8 | 5
Cc1cc(CN2CCCC(CO)(Cc3cccc(Cl)c3)C2)n[nH]1 (configuration not stated) | -7 | 2
Cc1cc(=O)oc(C)c1C(=O)Nc1ccc2ncccc2c1 | -2 | 9
CC1CCN(C(=O)COC(=O)c2c[nH]c3ccccc23)CC1 | 4 | 1
CC(=NNC(=O)c1ccncc1)c1cccc(Cl)c1 | -11 | 2
CC(C)c1ccc(S(=O)(=O)NCc2ccc3c(c2)OCO3)cc1 | -3 | 1
O=C(Nc1ccc(Oc2ccccc2)cc1)C1CCN(c2c3c(nc4ncnn24)CCC3)CC1 | 1 | -5
CC(C)(C)NC(=O)C1Cc2ccccc2CN1C(=O)Nc1ccccc1Cl (configuration not stated) | -3 | 0
CC(C)C(=O)OCc1cn(-c2ccc(Cl)c(Cl)c2)nn1 | -5 | -9
O=C(NCc1ccc2c(c1)OCO2)c1ccc(Br)s1 | -4 | 2
CCCCNC(=O)c1ccccc1NC(=O)c1ccccc1N(C)S(C)(=O)=O | 20 | -7

The listing continues:
structure | H9c2 TAG inh | H9c2 TAG inh DAPI viability
CCN(CC(=O)NCc1ccc(Cl)cc1)C(=O)CSc1ccc(F)cc1 | -51 | -9
CCn1c(SCCOc2ccc(Cl)cc2)nnc1-c1cccs1 | 7 | -4
Cc1cc(C)c(OCC(=O)NCC2CCCO2)c(C)c1 (configuration not stated) | -4 | 2
Cc1ccc(C(C(=O)NCc2ccco2)N(CCc2ccccc2)C(=O)Cn2nnc3ccccc32)o1 (configuration not stated) | -4 | -6
O=C(/C=C/c1ccccc1)N/C(=C/c1ccccc1)C(=O)Nc1cccc(C(=O)O)c1 | -2 | 3
COc1ccc(C2c3ccc(O)cc3Oc3ncn4nc(-c5ccccn5)nc4c32)cc1 (configuration not stated) | 1 | 3
CCC1CCC(C(=O)NC(C(=O)NCCCN2CCCCC2C)C(C)C)CC1 (configuration not stated) | 1 | -1
COc1ccccc1-c1nnc(SCC(=O)c2c(N)n(C3CC3)c(=O)[nH]c2=O)o1 | 13 | -10
Cc1cccc(C(=O)N2CCN(S(=O)(=O)N3CCCCC3)CC2)c1 | -2 | -7
CC(C)C(=O)Nc1ccc([N+](=O)[O-])c(C(F)(F)F)c1 | 2 | 0
O=C(Cn1ccc([N+](=O)[O-])n1)N1CCc2ccccc21 | 3 | -6
COc1ccccc1-c1nnc2sc(COc3ccc(Cl)cc3Cl)nn12 | -4 | -7
O=C(N/C(=C\c1cccc([N+](=O)[O-])c1)C(=O)N1CCOCC1)c1ccc([N+](=O)[O-])cc1 | 5 | -4
CCNc1ccc(C(=O)OCC(=O)NCCN2C(=O)CSC2=O)cc1[N+](=O)[O-] | -11 | 4
CCc1cccc(CC)c1NC(=O)CSc1nc2ccc(N3C(=O)C4C5C=CC(C5)C4C3=O)cc2s1 (configuration not stated) | 19 | -1
CCCCn1c(N)c(-c2nc3ccccc3o2)c2c([N+](=O)[O-])nn(C)c(=O)c21 | -4 | 15
COC(=O)[C@@H]1C[C@]2(OC(=O)c3ccccc3)C=CC(=O)C[C@@H]2N1C(=O)OCc1ccccc1 | 38 | -43
COc1cc(C(=O)Nc2ccc(NC(=O)C3CC3)nc2)cc(OC)c1OC | 26 | -3
Clc1ccc(C2=Nn3c(Cn4nnc5ccccc54)nnc3SC2)cc1 | -2 | 1
COCCNc1c2c(c(C#N)c3nc4ccccc4n13)CCCC2 | 23 | -6

Three structures out of the list, ordered by formula weight, low to high:
structure | H9c2 TAG inh | H9c2 TAG inh DAPI viability
Clc1ccc(C2=Nn3c(Cn4nnc5ccccc54)nnc3SC2)cc1 | -2 | 1
COc1ccccc1-c1nnc2sc(COc3ccc(Cl)cc3Cl)nn12 | -4 | -7
O=C(N/C(=C\c1cccc([N+](=O)[O-])c1)C(=O)N1CCOCC1)c1ccc([N+](=O)[O-])cc1 | 5 | -4

(more compounds)
structure | H9c2 TAG inh | H9c2 TAG inh DAPI viability
COc1ccc(Cl)cc1NC(=O)CN(C)C(=O)Cc1ccsc1 | 20 | -5
Cc1n[nH]c(=O)c2c(NC(=O)CSc3nnc(-c4ccncc4)n3C)oc(C)c12 | 2 | 8
CC1(C)CC(=O)C2=C(C1)Nc1ncnn1C2c1ccccn1 (configuration not stated) | -2 | 4
COc1ccc(CNC(=O)C(c2ccco2)N(C(=O)Cc2cccs2)c2cccnc2)cc1 (configuration not stated) | 2 | -2
COc1ccccc1S(=O)(=O)N(C)C[C@H]1OCc2cn(nn2)CCCC(=O)N([C@H](C)CO)C[C@@H]1C | 2 | 0
CCOc1ccc(S(=O)(=O)NCCC(=O)N2CCCN(C)CC2)cc1 | 20 | 3
COC(=O)Cc1cc(C)cc2c(=O)cc(-c3ccoc3)oc12 | -3 | 11
CN(CCc1ccccn1)C(=O)c1ccc(OC2CCN(Cc3ccccn3)CC2)cc1 | 11 | 0
C#CCCOC(=O)N1C2=NC(C(=O)OC)=C(C(=O)OC)[C@@H]3Nc4ccccc4[C@]23C[C@H]1C(=O)OC | -39 | 3
Cc1csc(NC(=O)c2ccc(S(=O)(=O)N3CCCC3)cc2)n1 | 6 | 0
CCOc1cc(N2CCOCC2)c(OCC)cc1NC(=O)C1=NN(c2cccc(C)c2)C(=O)CC1 | -4 | 4
Cc1ccc2nc(SCC(=O)N3CCC(C)CC3)nc(=O)n2c1 | 0 | 6
Cn1nc(C(=O)OCCN2C(=O)c3ccccc3C2=O)c2ccccc2c1=O | -7 | 10
O=C(CN(c1ccccc1)S(=O)(=O)c1ccccc1)NCCSCc1ccco1 | -15 | -5
Nc1ccc[n+](Cc2ccccn2)c1 | 9 | -9
O=C(COC(=O)C1(c2ccc(F)cc2)CCCC1)N1CCOCC1 | -5 | 3
CC(=O)Nc1ccc(S(=O)(=O)N2CCC3(CC2)CC(=O)c2ccccc2O3)cc1 | -12 | 0
CSc1ccc(/C=N/NC(=O)c2ccccc2Cl)cc1 | 12 | 3
COC(=O)Cc1csc(NC(=O)c2ccc3ncsc3c2)n1 | -15 | 11
COc1ccccc1N1C(=O)C2CC=CC(C)C2C1=O (configuration not stated) | 1 | 3
NS(=O)(=O)c1ccc(N2CCN(S(=O)(=O)Cc3ccccc3)CC2)nc1 | -4 | 5
CCN(CC)S(=O)(=O)c1ccc(NC(=O)COC(=O)CNC(=O)C2CCCCC2)cc1 | -2 | 5
CCOC(=O)[C@@H](C)N(C(=O)OC(C)(C)C)S(=O)(=O)N(Cc1ccccc1)[C@H](C(=O)OC)C(C)C | 15 | 13
CCC(=O)N1c2ccccc2[C@@H](N(C(C)=O)c2ccccc2)C[C@H]1C | 25 | -3
COc1cccc(C(=O)NN2CCOCC2)c1 | -1 | 3
Cc1cc(C)nc(SCCC(=O)Nc2ccc(F)cc2)n1 | -3 | -2
Cn1c(SC/C=C/c2ccccc2)nnc1-c1cnccn1 | -13 | 4
O=C(O)c1ccc(OCC(O)Cn2c3ccccc3c3ccccc32)cc1 (configuration not stated) | 7 | -2
N#CCCN(C(=O)COC(=O)c1cc2ccccc2oc1=O)c1ccccc1 | -3 | -5
CC(=O)Nc1ccc(NC(=O)CSc2nc3ccccc3c(=O)n2CCCN2CCOCC2)cc1 | 0 | -9
COc1cc(S(=O)(=O)N2CCOCC2)cc(C(=O)OCC(=O)NC2CCCCC2)c1OC | 10 | -8
O=C(/C=C/c1cn(CC(O)CN2CCCCC2)c2ccccc12)c1ccccc1 (configuration not stated) | 16 | 16
CCCN1Cc2cccc(C(N)=O)c2C1=O | -13 | 14
O=C(NCc1ccccn1)c1cn(CCc2ccccc2)nn1 | -3 | -4
O=C(Nc1ccc2c(c1)OCCO2)c1cnn(-c2ccccc2)n1 | -18 | 1
O=C(NCC1CCN(S(=O)(=O)c2ccccc2)CC1)Nc1ccccc1 | 3 | -8
OC[C@@H]1CN(Cc2cccs2)C[C@H](n2cnc3c(NCc4ccc(F)cc4)ncnc32)O1 | 8 | -1
Cc1cc(C(=O)COC(=O)c2ccc[nH]c2=O)c(C)n1-c1ccccc1F | -5 | 8
Cc1ccc2nc(-c3ccccc3)cc(C(=O)NCC(c3ccco3)N(C)C)c2c1 (configuration not stated) | 7 | 9
O=S(=O)(CCN1CCCCC1)Oc1ccc(Cl)cc1Cl | -2 | 0
CCOC(=O)c1c(NC(=O)CN(C)C)sc(C(=O)N(CC)CC)c1C | 10 | -8
CC(=O)c1ccccc1C(=O)N1CCCC(CCC(=O)N2CCN(c3ccccn3)CC2)C1 (configuration not stated) | 2 | 0
Cc1cc(Nc2nnnn2-c2ccccc2)n(-c2ccc(Cl)cc2)n1 | -10 | 6
CC(C)n1nnnc1-c1ccc(Cl)cc1 | 3 | 5
COc1ccc2c(c1[N+](=O)[O-])CCC/C2=N/OC(=O)c1ccccc1SC | 14 | 4
CCOC(=O)N1CCN(C(=O)c2ccc3c(c2)N(Cc2ccc(F)cc2)CCS3)CC1 | -50 | 8
Cc1ccc(NC(=O)C2(C)CCN2C(=O)Cc2ccc(C(C)(C)C)cc2)cc1C (configuration not stated) | -26 | 6
CCc1cccc(Nc2cnn(C34C[C@@H]5C[C@@H](CC(CC(=O)O)(C5)C3)C4)c(=O)c2Cl)c1 | -5 | -11
Cc1ccc(S(=O)(=O)N2CCN(C(=O)COC(=O)c3cc(C)oc3C)CC2)cc1 | -3 | -11
O=C(CCCn1c(=O)[nH]c2ccsc2c1=O)NCc1cccs1 | -3 | 15
Cc1cc(C)n2nc(C(=O)N/N=C/c3ccco3)nc2n1 | -12 | -1
Cc1csc(NC(CO)c2nc3ccccc3n2CCOCCO)n1 (configuration not stated) | 4 | -14
O=C(Nc1ccc(SC(F)(F)F)cc1)c1ccccn1 | -3 | -17

Only part of the results is shown (hit frequency here may not be typical).
